Screens from PubChem.
ADAM17 inh – ADAM17 inhibitors, primary screen, biochemical, QFRET | Disintegrin and metalloproteinase domain-containing protein 17 (Homo sapiens), P78536 | recombinant ADAM17, EDANS/DABCYL FRET peptide cleavage | inhibition, % at 6.95 µM | 0.83% of 370,000 active;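 active = inhibition above the mean of compounds lying between control limits plus 3 SD, set per campaign, cut at about 8.5% in these data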;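 also: 0% = DMSO-only wells as the low control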
Tn7 DDE FP – inhibitors of Tn7 peptide binding to fibrin DD(E), primary screen, biochemical, fluorescence polarization, human fibrin, Tn7 probe. Fibrinogen beta chain (Homo sapiens), P02675. FP displacement of FITC-Tn7 peptide from fibrin DD(E); 0% = median of compound wells per plate. inhibition, % at 8.3 µM. 0.13% of 370,000 active;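 active = inhibition above the mean of compounds falling within the control limits plus 3 SD of them, cut at about 14% in these data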;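 also: 0% = plate median of compound wells and 100% = 10 µM Aha-Tn7 peptide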
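Assay system: Human clot-derived fibrin DD(E) complex | Buffer or medium: Tris/NaCl/CaCl2 buffer, pH 7.8 | Repeats: One replicate per compound | Benchmarks: Aha-Tn7 high control | Measure: % inhibition scaled between sample-field median and high-control FP | Schedule: 10 min plus 3 h, room temperature | Signal: Fluorescence polarization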
PLC-gamma1 inh – PLC-gamma1 enzyme inhibitors, primary screen, biochemical, fluorescence, purified enzyme | 1-phosphatidylinositol 4,5-bisphosphate phosphodiesterase gamma-1 (Homo sapiens), P19174 | AID 720700, 2013 | 0.84% of 370,000 active | fluorogenic substrate | inhibition, % at 12.2 µM; in the data active = inhibition above about 9.5%
ASAP1 GAP inh – inhibitors of human ASAP1 ArfGAP activity, primary screen, biochemical, fluorescence polarization; ASAP1-stimulated ARF1 GTP hydrolysis, GDP FP detection; inhibition, % at 16.5 µM; 0.19% of 360,000 active; in the data active = inhibition above about 25%;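 also: 0% = vehicle with enzyme and substrate and 100% = no enzyme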
Target sequence (Q9ULH1 325-724 limits assumed): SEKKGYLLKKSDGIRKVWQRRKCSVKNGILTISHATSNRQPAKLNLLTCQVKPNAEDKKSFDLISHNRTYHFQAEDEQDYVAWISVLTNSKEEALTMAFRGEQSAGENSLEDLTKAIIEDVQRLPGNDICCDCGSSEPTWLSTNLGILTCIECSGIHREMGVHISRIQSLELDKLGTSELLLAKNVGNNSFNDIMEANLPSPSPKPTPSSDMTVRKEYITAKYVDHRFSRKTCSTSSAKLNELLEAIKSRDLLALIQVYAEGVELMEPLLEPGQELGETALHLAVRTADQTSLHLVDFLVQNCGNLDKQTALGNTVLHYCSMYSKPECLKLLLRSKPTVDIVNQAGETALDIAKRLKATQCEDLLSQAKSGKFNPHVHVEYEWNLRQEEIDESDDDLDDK
Tn6 DDE FP – inhibitors of Tn6 peptide binding to fibrin DD(E), primary screen, biochemical, fluorescence polarization, human fibrin, Tn6 probe; inhibition, % at 8.3 µM; Fibrin DD(E) TRITC-Tn6 fluorescence polarization displacement; 0.21% of 370,000 active; AID 720509, 2013;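 active = inhibition above a per-campaign cutoff: mean of compounds within control limits plus 3 SD, cut at about 15% in these data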;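 also: 0% = median of all compound wells on the plate and 100% = blocking peptide control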
TDP2 absorb – human TDP2 enzyme inhibitors, primary screen, biochemical, epi absorbance, recombinant enzyme; inhibition, % at 12.8 µM; Tyrosyl-DNA phosphodiesterase 2 (Homo sapiens), O95551; T5PNP hydrolysis, p-nitrophenol absorbance 415 nm; 0.34% of 370,000 active;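 active = inhibition above the mean of all tested compounds plus 3 SD, set per campaign, cut at about 25% in these data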;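 also: 0% = DMSO with enzyme and 100% = buffer with substrate but no TDP2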
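Assay system: recombinant human TDP2 / Reagent: T5PNP substrate at 5 mM, a TopII-DNA adduct mimic / Measured by: epi absorbance from released p-nitrophenol / Evaluation: % inhibition relative to enzyme-containing and enzyme-free wells / Control set: enzyme-free and DMSO wells / Replicates: each compound tested once, singlicate / Schedule: enzyme reaction with compound for 2 h at 37 °C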
ADAM10 inh – human ADAM10 inhibitors, primary screen, biochemical, QFRET, HTS. Disintegrin and metalloproteinase domain-containing protein 10 (Homo sapiens), O14672. recombinant ADAM10, EDANS/DABCYL FRET peptide cleavage, 3 h. inhibition, % at 7 µM. 0.62% of 370,000 active;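 active = inhibition above a per-campaign cutoff equal to the mean of compounds falling between control-based bounds plus 3 SD, cut at about 20% in these data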;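 also: 0% = DMSO wells while the 100% control is not disclosed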
Target sequence (O14672 214-748 limits assumed): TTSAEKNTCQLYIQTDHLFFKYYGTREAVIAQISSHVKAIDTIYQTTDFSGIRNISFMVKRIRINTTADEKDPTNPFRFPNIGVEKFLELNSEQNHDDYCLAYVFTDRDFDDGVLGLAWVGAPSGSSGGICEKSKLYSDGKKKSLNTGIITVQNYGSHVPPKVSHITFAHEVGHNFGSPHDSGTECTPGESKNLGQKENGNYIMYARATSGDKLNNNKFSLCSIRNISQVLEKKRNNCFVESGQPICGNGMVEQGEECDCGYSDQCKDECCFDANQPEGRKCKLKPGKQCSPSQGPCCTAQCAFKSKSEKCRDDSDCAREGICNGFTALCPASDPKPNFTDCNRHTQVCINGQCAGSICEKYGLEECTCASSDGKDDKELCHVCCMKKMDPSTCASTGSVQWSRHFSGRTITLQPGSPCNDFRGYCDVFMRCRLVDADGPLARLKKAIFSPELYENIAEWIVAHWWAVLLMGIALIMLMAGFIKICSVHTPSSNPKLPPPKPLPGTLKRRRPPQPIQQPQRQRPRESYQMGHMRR
ARFGAP1 inhibitor – inhibitors of rat ARFGAP1 GAP activity, primary screen, biochemical, fluorescence polarization, GDP tracer. ADP-ribosylation factor GTPase-activating protein 1 (Rattus norvegicus), Q62848. Arfgap1-stimulated ARF1 GTP hydrolysis, GDP FP detection. inhibition, % at 16.5 µM. 0.26% of 360,000 active;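 active = inhibition above a per-plate limit, mean inhibition of low control wells plus 3 SD, cut at about 25% in these data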;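 also: 0% = DMSO wells with enzyme and 100% = wells lacking Arfgap1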
Target sequence (Q62848 1-136 limits assumed): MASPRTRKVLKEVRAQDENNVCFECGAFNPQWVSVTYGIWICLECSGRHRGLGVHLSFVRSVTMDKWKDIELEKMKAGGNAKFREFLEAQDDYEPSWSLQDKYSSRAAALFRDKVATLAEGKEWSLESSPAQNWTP
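material = rat Arfgap1 catalytic domain, aa 1-136 | also added = human ARF1(Δ1-17)-GTP substrate | compound dosing = one concentration, 16.5 µM, DMSO 1.26% | times = GTP hydrolysis reaction 2 h at 25 °C | measured by = FP, GDP Alexa 633 tracer displaced from anti-GDP antibody, 620/688 nm | evaluation = percent inhibition of Arfgap1-stimulated GTP hydrolysis | replication = single well per compound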
PLC-beta3 inh – human PLC-beta3 inhibitors, primary screen, biochemical, fluorescence; Purified PLC-beta3, fluorogenic substrate; inhibition, % at 12.2 µM; 0.18% of 370,000 active; in the data active = inhibition above about 11%;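 also: 0% = median of compound wells on plate and 100% = full blocker control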
SIAE inh – human SIAE inhibitors, primary screen, biochemical, fluorescence polarization, FP-Rh probe, 1536-well HTS; Sialate O-acetylesterase (Homo sapiens), Q9HAT2; SIAE FP-Rh probe binding; inhibition, % at 9.66 µM; 0.69% of 370,000 active; AID 1053197, 2014;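 active = inhibition above a cutoff: mean of compounds within the control limits plus 3 SD of those, cut at about 17% in these data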;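 also: 0% = plate median of compound wells and 100% = probe without SIAE protein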
Starred values were filed as active, the others as inactive; i = inactive.

SMILES | ADAM17 inh | Tn7 DDE FP | PLC-gamma1 inh | ASAP1 GAP inh | Tn6 DDE FP | TDP2 absorb | ADAM10 inh | ARFGAP1 inhibitor | PLC-beta3 inh | SIAE inh
CCOc1ccc(S(=O)(=O)N2CCCC(C(=O)N3CCOCC3)C2)cc1C (configuration not stated) | -1 | 1 | -4 | -11 | 6 | -7 | 3 | 2 | -4 | 5
Cc1nc(SCC(=O)Nc2cc(Cl)ccc2[N+](=O)[O-])nc(C)c1C | -1 | 5 | 2 | -9 | -8 | -2 | -2 | 7 | 2 | 9
Cc1nc(N)[nH]c(=O)c1CCCNc1ccc([N+](=O)[O-])cc1 | 1 | -6 | 3 | 6 | 1 | -2 | -3 | 5 | 1 | 3
O=C(CN1CCOCC1)NC1C2CC3CC(C2)CC1C3 (configuration not stated) | -3 | -6 | 3 | -7 | -7 | 1 | -3 | -1 | 1 | -4
O=C(O)c1ccc(CSC2CCCCC2)cc1 | 0 | -2 | 3 | 11 | 3 | 0 | -5 | 4 | -4 | 4
COC(=O)C1=C(COc2ccc(F)cc2)NC(=O)NC1c1ccc(C)cc1C (configuration not stated) | -1 | -3 | 3 | 4 | -3 | -3 | 1 | -2 | 3 | -8
O=C(/C=C\c1ccc2c(c1)OCO2)CC1(O)C(=O)Nc2ccccc21 (configuration not stated) | -13 | 1 | -11 | -6 | 4 | 13 | -26 | -3 | -21 | 13
Cc1ccc(Cn2c(=O)n(-c3ccccc3)c(=O)c3ccc(C(=O)NCc4ccco4)cc32)cc1 | 1 | -4 | -1 | 16 | 4 | -4 | -31 | 3 | -2 | -16
CC/C(=C(/CC)c1ccc(O)cc1)c1ccc(O)cc1 | 2 | -3 | -2 | -1 | 8 | 8 | 14 | 2 | -2 | -1
CCN(CCn1cccn1)C(=O)C1CCC(=O)N(CCN2CCOCC2)C1 (configuration not stated) | -10 | 8 | 0 | 2 | 1 | 2 | -15 | -3 | -13 | 9
OCCN1CCN(C(=S)c2ccc(Br)cc2)CC1 | -3 | -7 | 1 | 5 | 7 | 1 | -3 | -6 | 2 | -2
COc1ccc(C(OCC(O)CN(C)C2CCCCC2)c2ccc(OC)cc2)cc1 (configuration not stated) | 0 | 0 | 2 | -3 | 9 | -5 | 2 | 1 | -5 | 2
O=C(CNC(=O)c1ccco1)OCc1ccc(C(=O)c2ccccc2)cc1 | -1 | 3 | 3 | -1 | -6 | -9 | 4 | 4 | -7 | -8
CC1=CCC(COC(=O)Nc2ccccc2)CC1 (configuration not stated) | -3 | 3 | -2 | 0 | -1 | -2 | -2 | -4 | -3 | 0
CCOC(=O)CSc1cccc2cccnc12 | -108 | -3 | -158 | -6 | -2 | 1 | -318 | -6 | -204 | -4
Cn1cnc(S(=O)(=O)N2CCCCC2c2cc(C(=O)Nc3ccccc3Cl)no2)c1 (configuration not stated) | 2 | 6 | 1 | 4 | 4 | 8 | 4 | -3 | 5 | -1
COC(=O)C(NS(=O)(=O)c1ccc(NC(C)=O)cc1)C(C)C (configuration not stated) | -2 | 6 | -2 | 2 | 2 | 14 | -1 | 4 | -1 | 7
CN(Cc1nc(-c2cccs2)no1)CC(O)c1ccccc1 (configuration not stated) | -2 | 2 | 0 | -18 | 3 | 8 | 7 | 6 | 3 | 4
C/C(=N/O)c1no[n+]([O-])c1/C(C)=N\O | 1 | 1 | 0 | -3 | 6 | -12 | -1 | 0 | -6 | -2
CN(C)CCCC1(O)c2ccccc2CCc2ccccc21 | -6 | 3 | 3 | 4 | -4 | 4 | 2 | -3 | 0 | -1
O=C(CC1C(=O)NCCN1CC(c1ccccc1)c1ccccc1)NCC1CCOCC1 (configuration not stated) | -2 | -4 | -6 | -3 | 10 | -5 | -13 | 1 | -13 | 1
CCN(CC)CC(=O)NC12CC3CC(CC(C3)C1)C2 | -7 | 0 | 0 | 3 | -3 | 7 | -10 | 3 | -1 | 1
Cc1nnsc1C(=O)N1CCC(C(=O)c2ccccc2)CC1 | -2 | 3 | -1 | -12 | 3 | 4 | -1 | -14 | -9 | -4
Cc1nc2ccc(NC(=O)Cc3ccc(Br)cc3)cc2s1 | -1 | -4 | -2 | 15 | -4 | 3 | -7 | 17 | -11 | 3
Cn1/c(=N/NC(=O)c2ccccc2F)sc2ccccc21 | -1 | -9 | 3 | 13 | 5 | -10 | 1 | 20 | 3 | 3
CC(=O)[C@H]1[C@H]([C@H](O)[C@H](O)CO)O[C@](O)(C(=O)O)C[C@@H]1O | -2 | -6 | 4 | 15 | -4 | 3 | -7 | -8 | 4 | 9
CCN(CC)S(=O)(=O)c1ccc(OCC(=O)NCc2ccco2)cc1 | -3 | 2 | 1 | 8 | -4 | 3 | -1 | -8 | -6 | -1
CC1(C)c2[nH]c3ccccc3c2C[C@H]2C(=O)N(N)CC(=O)N21 | 2 | -6 | 5 | 3 | 2 | -13 | 2 | -6 | 0 | -5
COc1cc(OC)cc(C(=O)NC2CCN(C(=O)N3c4ccccc4Sc4ccccc43)CC2)c1 | -1 | 0 | -3 | 6 | 3 | -7 | -4 | -7 | -2 | 1
CC1=N/C(=C/c2ccc([N+](=O)[O-])cc2)C(=O)N1c1ccc(Cl)cc1Cl | -3 | 3 | 1 | 8 | 2 | -1 | -1 | 14 | 4 | -2

Single records (already shown). Order of screens: ADAM17 inh	Tn7 DDE FP	PLC-gamma1 inh	ASAP1 GAP inh	Tn6 DDE FP	TDP2 absorb	ADAM10 inh	ARFGAP1 inhibitor	PLC-beta3 inh	SIAE inh
Cc1nnsc1C(=O)N1CCC(C(=O)c2ccccc2)CC1 is listed with -2	3	-1	-12	3	4	-1	-14	-9	-4
CC1=N/C(=C/c2ccc([N+](=O)[O-])cc2)C(=O)N1c1ccc(Cl)cc1Cl is listed with -3	3	1	8	2	-1	-1	14	4	-2

The list continues:
SMILES | ADAM17 inh | Tn7 DDE FP | PLC-gamma1 inh | ASAP1 GAP inh | Tn6 DDE FP | TDP2 absorb | ADAM10 inh | ARFGAP1 inhibitor | PLC-beta3 inh | SIAE inh
Cc1c(NC(=O)C(C)Sc2nnc(-c3ccccc3)o2)c(=O)n(-c2ccccc2)n1C (configuration not stated) | -5 | 1 | -1 | -16 | 3 | -1 | -9 | 1 | 0 | -2
O=C(CSc1nnc(-c2ccc(F)cc2)o1)N1CCN(C(=O)c2ccco2)CC1 | -2 | 1 | 1 | 13 | -1 | 0 | -5 | 0 | 0 | -2
Cc1ccc(C(=O)Nc2cccc(S(=O)(=O)N3CCCCC3)c2)cc1[N+](=O)[O-] | -5 | -2 | 4 | 24 | 3 | 2 | 10 | 0 | -4 | -62
CC(=O)c1ccc(Nc2nc(C(N)C3CCCCC3)cs2)cc1 (configuration not stated) | -9 | -8 | -94 | -2 | -8 | -1 | -30 | 3 | -130 | 0
Cc1cccc(OCC(=O)N(Cc2cccs2)C2CCS(=O)(=O)C2)c1C (configuration not stated) | -6 | 7 | -4 | 11 | 0 | 5 | -7 | -5 | -1 | 6
Cc1ccc(Cn2c(O)c(N=NC(=S)Nc3ccccc3F)c3cc(S(=O)(=O)N4CCOCC4)ccc32)cc1 | 7 | -1 | -1 | 3 | -3 | -1 | 16 | 13 | -2 | 0
CCCCCCn1c(=O)n2n(c1=O)[C@@H]1CN(S(=O)(=O)c3ccc(C)cc3)C[C@]1(O)[C@@H](OC(=O)NCc1ccc(OC)c(OC)c1)C2 | 9.8* | 0 | 3 | -6 | -8 | -14 | 17 | 4 | 2 | -6
COCC(=O)N1CCC(Oc2ccc(C(=O)N[C@H](C(=O)OC)C(C)C)cc2)CC1 | -3 | 3 | -2 | -3 | -3 | 9 | 6 | 1 | -6 | 4
Cc1cc(C)c(S(=O)(=O)N2CCCOC2CNC(=O)C(=O)NCc2cccs2)c(C)c1 (configuration not stated) | 4 | 0 | 2 | 13 | -3 | 10 | 8 | 0 | 1 | 3
Cc1ccc(S(=O)(=O)N=S(CC2CC2(Cl)Cl)CC2CC2(Cl)Cl)cc1 (configuration not stated) | -3 | 6 | -1 | 14 | 3 | -2 | 8 | -4 | 3 | -2
Cc1cccc(NC(=O)c2nc[nH]c2C(=O)NCc2ccccc2)c1 | -9 | 3 | -3 | 3 | -3 | -11 | -57 | 11 | -5 | -2
O=C(COc1ccc(Br)cc1)Nc1ccc(N2CCOCC2)cc1N1CCOCC1 | -4 | -2 | 0 | -1 | -6 | 6 | -16 | 8 | -7 | 4
Cc1ccccc1C(=O)N1CCC(C(=O)OCc2nc(N)nc(Nc3ccccc3)n2)CC1 | 1 | -1 | -1 | -12 | 1 | -5 | -4 | 8 | -5 | 0
O=C(O)c1cccc(-n2nnnc2SCc2ccccc2Cl)c1 | 0 | 3 | -2 | -2 | -2 | -5 | -5 | -2 | -4 | -2
COc1cc(C#N)c(NC(=O)CN2CCN(CCO)CC2)cc1OC | 3 | -5 | 6 | 5 | -2 | 2 | -2 | -4 | 2 | -1
Nc1cccc(-c2cc(-c3ccccc3)nc(-c3cccc(N)c3)n2)c1 | -225 | 4 | i | 5 | 5 | -2 | -433 | 8 | i | 14
COc1ccc(CNC(=O)CSc2nnc3c(n2)[nH]c2ccc(OC)cc23)cc1 | 0 | -5 | 1 | 5 | -7 | 13 | 0 | 7 | -3 | -1
CNc1nc(Nc2ccc(C)c(Cl)c2)c2cnn(C)c2n1 | -2 | 0 | -22 | 1 | -3 | -3 | 7 | 7 | -36 | 4
COC(=O)C1=C(C)N(Cc2ccccc2)C(=NCCc2ccccn2)N[C@H]1c1cccc(C(F)(F)F)c1 | -3 | 4 | 0 | 0 | 3 | -1 | -4 | 4 | -2 | 3
COC(=O)[C@]12C[C@H](CC(=O)N3CCSCC3)C(=O)N(CCC3=CCCCC3)C1=C[C@H](C(C)(C)C)O[C@@H]2C | 2 | 5 | 1 | -3 | 9 | -4 | 4 | -9 | 6 | 1
O=C1NC(=O)/C(=C\c2ccccc2OCc2ccccc2)S1 | -1 | 1 | -2 | -7 | -4 | 4 | 8 | -3 | -8 | -18
